From PubChem
HMGR II inh: inhibitors of E. faecalis class II HMGR, primary screen, biochemical, Enterococcus faecalis; HMG-CoA reductase (Enterococcus faecalis, mvaE); purified E. faecalis HMGR, NADPH absorbance 340 nm kinetic; inhibition, % at 10 µM; 0.41% of 190,000 active; AID 1066, 2008;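 active means inhibition above a set limit, the median over all tested compounds plus 3 SD, cut at about 9.5% in these data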;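 further: enzyme runs in reverse so mevalonate oxidation gives rising NADPH absorbance; 0% = complete reaction with DMSO and 100% = background rate lacking mevalonate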
RAM inhibit: inhibitors of the yeast RAM network, primary screen, dse1pr::URA3 reporter, 5-FOA selection. S. cerevisiae dse1pr::URA3 reporter, 5-FOA growth OD615, 2 d; analog-sensitive cbk1-as2 kinase mutant strain. inhibition, % at 50 µM. 1.8% of 190,000 active. AID 868, 2007;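 active means inhibition above a set limit, 3 SD over mean compound inhibition, cut at about 8.4% in these data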;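 further: 0% = DMSO-only wells with no growth and 100% = 10 µM 1-NA-PP1 full growth; inhibition rescues growth on 5-FOA so higher OD means more RAM inhibition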
Lmaj promast: Leishmania major promastigote growth inhibition, primary screen | Leishmania major promastigotes, resazurin fluorescence viability | inhibition, % at 10 µM | 9% of 200,000 active; in the data active means inhibition above about 50%;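 further: promastigotes grown with compound for 44 hours at 28 °C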
PPARg SRC-3 ag: PPARgamma agonists recruiting SRC-3 coactivator, primary screen, biochemical; Peroxisome proliferator-activated receptor gamma (Homo sapiens), P37231; biochemical PPARgamma/SRC-3 coactivator recruitment assay; 0.26% of 200,000 active; activation, % at 8 µM; in the data active means activation above about 23%;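 further: 0% = DMSO and 100% = reference agonist; some compounds past the cut are filed as inactive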
PPARg SRC2 recr: agonists of PPARg-SRC-2 recruitment, primary screen, biochemical, HTS; PPARgamma LBD-SRC-2 recruitment; Peroxisome proliferator-activated receptor gamma (Homo sapiens), P37231; 0.34% of 200,000 active; activation, % at 8 µM; in the data active means activation above about 22%;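 further: 0% = vehicle and 100% = reference agonist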
bIAP inhibitor: bovine intestinal alkaline phosphatase inhibitors, primary screen, selectivity assay for TNAP inhibitor project, biochemical, bovine IAP, CDP-star luminescence. AID 1019, 2008. purified bovine IAP, 30 min. 190,000 tested, under 10 active. alkaline phosphatase, intestinal [Bos taurus]. inhibition, % at 20 µM;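 active means over 50% inhibition of intestinal alkaline phosphatase at 20 µM in the single-dose screen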
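System: Purified bovine intestinal alkaline phosphatase (IAP) enzyme | Input: IAP diluted 1/65,000,000 in the well | Also added: CDP-star chemiluminescent phosphatase substrate, 30 µM final | Dosing: 20 µM single dose | Times: Enzyme reaction for 30 min at room temperature | Detection: Luminescence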
TR-FRET SRC-2 ct: TR-FRET signal artefacts, primary screen, artefact control for PPARgamma SRC-2 agonist project, biochemical; 0.4% of 200,000 active; TR-FRET ratio at 8 µM; TR-FRET artefact counter-screen; active compounds read high; in the data active means TR-FRET ratio above about 2000; further: inactives centre near 1500
S1P3 antagonist: S1P3 receptor antagonists, primary screen, cell-based; Sphingosine 1-phosphate receptor 3 (Homo sapiens), Q99500; inhibition, % at 4.98 µM; 0.27% of 170,000 active; CHO S1P3 NFAT-BLA reporter, FRET fluorescence, antagonist mode;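 active means inhibition above the plate cutoff, the mean inhibition of test wells on that plate plus 3 SD, cut at about 28% in these data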;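 further: cells challenged with S1P at its EC80 of 0.8 µM; blue over green emission ratio from cleaved BLA substrate after 4 h stimulation; 0% = S1P-stimulated wells and 100% = unstimulated DMSO-only wells; some compounds past the cut are filed as inactive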
Target sequence (Q99500 whole entry, looked up): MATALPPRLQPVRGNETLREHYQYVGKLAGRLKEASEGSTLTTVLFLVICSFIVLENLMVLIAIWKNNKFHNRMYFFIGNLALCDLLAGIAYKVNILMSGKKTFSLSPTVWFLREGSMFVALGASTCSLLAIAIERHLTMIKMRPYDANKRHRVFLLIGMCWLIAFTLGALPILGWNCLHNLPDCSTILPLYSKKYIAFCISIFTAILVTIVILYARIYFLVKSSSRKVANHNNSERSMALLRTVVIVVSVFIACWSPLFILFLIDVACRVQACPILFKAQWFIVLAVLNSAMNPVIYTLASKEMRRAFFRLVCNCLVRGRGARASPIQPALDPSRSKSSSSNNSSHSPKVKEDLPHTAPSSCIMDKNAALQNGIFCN
PPARg SRC1 recr: PPARgamma agonists recruiting SRC-1 coactivator, primary screen, biochemical. Peroxisome proliferator-activated receptor gamma (Homo sapiens), P37231. PPARgamma-SRC-1 coactivator recruitment biochemical assay. activation, % at 8 µM. 0.41% of 200,000 active. AID 631, 2007; in the data active means activation above about 19%;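 further: 0% = DMSO and 100% = reference agonist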
ROMK primary: ROMK potassium channel modulators, primary screen, cell-based, thallium flux, MLSMR library; 2% of 130,000 active; Tet-inducible ROMK, thallium flux fluorescence; actives lie on both sides; B-score at 10 µM; ATP-sensitive inward rectifier potassium channel 1 (Homo sapiens), P48048;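 active means signal ratio slope over the read window, or its plate-corrected B-score, at least 3 SD from the plate mean, either direction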;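 further: B-score of the F/F0 ratio slope over 7 to 12 s after thallium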
Target sequence (P48048 whole entry, looked up): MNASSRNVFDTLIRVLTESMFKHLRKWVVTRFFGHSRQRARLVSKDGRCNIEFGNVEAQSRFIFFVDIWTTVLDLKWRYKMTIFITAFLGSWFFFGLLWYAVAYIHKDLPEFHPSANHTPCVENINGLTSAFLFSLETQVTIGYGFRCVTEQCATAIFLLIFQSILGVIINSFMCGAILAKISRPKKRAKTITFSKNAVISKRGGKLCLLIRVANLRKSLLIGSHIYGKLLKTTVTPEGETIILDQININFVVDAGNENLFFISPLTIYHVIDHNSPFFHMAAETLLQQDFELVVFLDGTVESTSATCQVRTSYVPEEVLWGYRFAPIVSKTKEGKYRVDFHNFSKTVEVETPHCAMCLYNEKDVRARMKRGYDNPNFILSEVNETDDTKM
DTT redox prof: compounds producing H2O2 with reducing agent – biochemical, NIH compound library profiling, artefact control for MLSCN library redox annotation, primary screen; DTT-dependent redox cycling H2O2, phenol red/HRP absorbance; 100% = 100 µM peroxide control, 0% = buffer; activation, % at 10 µM; 0.03% of 200,000 active;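 active means activation of at least 50% relative to the plate's high and low controls in the primary single-dose screen; inactive means activation below 50%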;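 further: compound incubated with DTT at 0.8 mM final as the reducing agent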
Numbers without * were called inactive; nt = not tested or not shown.

1	O=C(c1cccc(OC2CCN(C3CCCC3)CC2)c1)N1CCCCCCC1
2	CCC(C)(C)NC(=O)/C=C/c1ccccc1[N+](=O)[O-]
3	CCOC(=O)c1sc(NC(=O)c2ccco2)c(C#N)c1C
4	CC(C)(c1ccccc1)c1ccc(OCC(O)CNC2CCN(Cc3ccccc3)CC2)cc1 (stereo not drawn)
5	Cc1cccc(C)c1NC(=S)NC(=O)c1ccccc1F
6	Cc1cc(C(=O)OCC(=O)Nc2cccc(S(=O)(=O)N(C)C)c2)c2ccccc2n1
Assay by compound | 1 | 2 | 3 | 4 | 5 | 6
HMGR II inh | -4 | 2 | -5 | 1 | -6 | -8
RAM inhibit | 1.6 | 0.6 | 1.2 | -1.2 | 0.9 | 0.9
Lmaj promast | 89* | -2 | -9 | 101* | 0 | 10
PPARg SRC-3 ag | 4 | 2 | 0 | 0 | -3 | 3
PPARg SRC2 recr | 2 | 0 | 5 | -4 | 3 | 2
bIAP inhibitor | -3 | -5 | 9 | -4 | -14 | 4
TR-FRET SRC-2 ct | 1646 | 1481 | 1911 | 1769 | 1535 | 1442
S1P3 antagonist | 14 | -2 | -44 | -4 | 0 | -6
PPARg SRC1 recr | -4 | 5 | 8 | 2 | -5 | 1
ROMK primary | -0.44 | -0.84 | 0.027 | -0.58 | -0.32 | 0.071
DTT redox prof | -1.0 | 0.2 | 3.0 | -0.5 | -0.1 | -1.2

7	CC(C)(C)NC(=O)Cn1cnc2cc([N+](=O)[O-])ccc2c1=O
8	Cc1cc(NC(=S)N(CCN2CCOCC2)Cc2ccccc2F)ccc1Cl
9	Cc1ccc(S(=O)(=O)N(CC(=O)NCc2cccnc2)C2CCCCC2)cc1
10	CCOC(=O)/C=C/C(=O)N1CCc2ccccc21
11	CC(=O)c1c(-c2ccccc2)c2ccccc2[nH]c1=O
12	N#Cc1nc(COc2cccc(Cl)c2)oc1N1CCCC1
Assay by compound | 7 | 8 | 9 | 10 | 11 | 12
HMGR II inh | -2 | -1 | -4 | -6 | 6 | 7
RAM inhibit | 3.5 | -1.2 | 1.0 | 1.6 | 1.0 | -0.5
Lmaj promast | 4 | 3 | 3 | -6 | -3 | 6
PPARg SRC-3 ag | 2 | -2 | -2 | -11 | -2 | -2
PPARg SRC2 recr | 3 | 9 | -3 | 2 | 3 | -7
bIAP inhibitor | -26 | 1 | -19 | 14 | -7 | 11
TR-FRET SRC-2 ct | 1632 | 1603 | 1473 | 1537 | 1655 | 1403
S1P3 antagonist | 0 | -21 | 0 | nt | 1 | 21
PPARg SRC1 recr | 1 | 0 | 0 | -9 | 2 | -5
ROMK primary | 0.51 | -1.2 | -0.22 | nt | 0.31 | nt
DTT redox prof | -1.9 | 0.0 | -0.1 | 2.0 | -0.1 | -1.1

13	COc1cccc(CNC(=O)Cn2c(=O)oc3ccccc32)c1OC
14	CSc1nc2ccccc2cc1/C=C(\C#N)c1cccc(C)c1
15	O=C(NNc1cccc(Cl)n1)C1CC1
16	CCOC(=O)C1=C(N)N2C(=O)CSC2=C(C(=O)OC)C1
17	Cc1ncc(CN2CCN(CCc3ccccc3)C(CCO)C2)s1 (stereo not drawn)
18	O=C1CCCN1CCC12CC3CC(CC(C3)C1)C2
Assay by compound | 13 | 14 | 15 | 16 | 17 | 18
HMGR II inh | -8 | -6 | -3 | 5 | -5 | -4
RAM inhibit | 0.9 | 13* | 4.3 | 0.3 | 1.4 | 0.3
Lmaj promast | -7 | -4 | -9 | -4 | 63* | 1
PPARg SRC-3 ag | 2 | 5 | 2 | -2 | 7 | 0
PPARg SRC2 recr | 3 | 6 | 10 | 3 | 3 | 8
bIAP inhibitor | 8 | 16 | 0 | 1 | 11 | -18
TR-FRET SRC-2 ct | 1336 | 1532 | 1693 | 1695 | 1448 | 1477
S1P3 antagonist | 14 | nt | -12 | nt | -1 | -15
PPARg SRC1 recr | -1 | -3 | 5 | 11 | -3 | 1
ROMK primary | nt | nt | 0.35 | nt | -0.023 | nt
DTT redox prof | 0.0 | 20 | -1.1 | -0.9 | 0.0 | 0.7

19	Cc1cccc(S(=O)(=O)c2c(N)n(/N=C/c3ccco3)c3nc4ccccc4nc23)c1
20	Cc1ccc(S(=O)(=O)CCC(=O)NCCN2C(=O)S/C(=C/c3ccc(F)cc3)C2=O)cc1
21	CCOC(=O)C1C2C=CC3(CN(c4ccccc4CC)C(=O)C13)O2 (stereo not drawn)
22	CCOC(=O)CSC1=Nc2ccccc2C2=NC(CC(=O)NCc3ccc4c(c3)OCO4)C(=O)N12 (stereo not drawn)
23	O=Cc1ccc(-c2cccc(C(=O)O)c2)o1
24	Cc1cccc2nc(CSc3nc4ccc([N+](=O)[O-])cc4[nH]3)c(Br)n12
Assay by compound | 19 | 20 | 21 | 22 | 23 | 24
HMGR II inh | -6 | -1 | nt | 2 | -8 | -7
RAM inhibit | 5.6 | 3.0 | nt | 1.9 | 1.5 | 0.6
Lmaj promast | 53* | 15 | -5 | 5 | -3 | 23
PPARg SRC-3 ag | 5 | 6 | 9 | 4 | 0 | 7
PPARg SRC2 recr | -5 | 1 | 8 | 19 | 7 | 3
bIAP inhibitor | 1 | 18 | nt | -2 | -9 | 46
TR-FRET SRC-2 ct | 1468 | 1405 | 1572 | 1517 | 1425 | 1584
S1P3 antagonist | 20 | -1 | -12 | 4 | -9 | -3
PPARg SRC1 recr | 3 | -3 | 2 | 3 | 4 | -10
ROMK primary | -0.69 | -0.19 | nt | nt | 1.9 | nt
DTT redox prof | 1.7 | 0.0 | 2.8 | -0.2 | 0.2 | 0.6

25	CN(Cc1ccccc1)c1nc2c(c(=O)[nH]c(=O)n2C)n1CCSc1nc2ccccc2[nH]1
26	Cc1c(NC(=O)C2(c3ccc(Cl)cc3)CCCC2)c(=O)n(-c2ccccc2)n1C
27	CCOC(=O)Cn1c(=O)oc2cc(S(=O)(=O)NC3CCCc4ccccc43)ccc21 (stereo not drawn)
28	CC(=O)Nc1cccc(-c2cnc3ccccc3n2)c1
29	COc1ccc2nc(N=Nc3c(O)ccc4ccccc34)sc2c1
30	COCC(=O)Nc1cc(OC)cc(OC)c1
Assay by compound | 25 | 26 | 27 | 28 | 29 | 30
HMGR II inh | 7 | -2 | -7 | -5 | -3 | 0
RAM inhibit | 0.0 | 1.0 | 2.7 | -0.9 | 1.5 | 2.4
Lmaj promast | 95* | 0 | 1 | 2 | 99* | -5
PPARg SRC-3 ag | -10 | 8 | 10 | 3 | -6 | -2
PPARg SRC2 recr | -3 | 8 | 5 | 0 | 0 | -1
bIAP inhibitor | -25 | 0 | 15 | 0 | 16 | 13
TR-FRET SRC-2 ct | 1327 | 1587 | 1606 | 1493 | 1365 | 1727
S1P3 antagonist | -30 | nt | -20 | nt | -18 | nt
PPARg SRC1 recr | 0 | 3 | -2 | 1 | -8 | 3
ROMK primary | nt | nt | nt | -0.18 | 0.87 | 0.06
DTT redox prof | 2.1 | -1.2 | -0.7 | 0.2 | 1.4 | 0.1

31	Cc1cc(C(=O)N2CCN(c3ccccn3)CC2)c(C)o1
32	CCc1ccc(C(=O)COc2ccc(NC(C)=O)cc2)cc1
33	CC(=O)Nc1ccc(C(=O)CSc2nnc(-c3ccc(O)cc3)n2CC2CCCO2)cc1 (stereo not drawn)
34	CNC(=S)N1N=C(c2ccc(C)cc2)CC1c1ccc(OC)cc1 (stereo not drawn)
35	O=C(N/N=C/c1ccc([N+](=O)[O-])o1)c1cc2c(ccc3ccccc32)o1
36	Cc1cc(C)cc(NC(=S)NCC2CCCO2)c1 (stereo not drawn)
37	COc1ccc(CNc2nc3c(c(=O)[nH]c(=O)n3C)n2CCCc2ccccc2)cc1
38	Cc1ccc(/C=C/c2nnc(-c3ccc(C)cc3)o2)cc1
39	CC(C)Cc1nnc(NC(=O)Nc2ccccc2)s1
Assay by compound | 31 | 32 | 33 | 34 | 35 | 36 | 37 | 38 | 39
HMGR II inh | 1 | 1 | -4 | 2 | -2 | 0 | -5 | 0 | -4
RAM inhibit | -0.1 | 1.2 | 1.0 | 7.1 | 7.4 | -0.8 | 3.2 | 6.4 | 3.1
Lmaj promast | -4 | -2 | -5 | 97* | 99* | 11 | 0 | -1 | 36
PPARg SRC-3 ag | 3 | 4 | 9 | 11 | 1 | 10 | 1 | 6 | -1
PPARg SRC2 recr | 7 | 1 | 14 | 11 | 2 | 3 | 2 | 5 | 1
bIAP inhibitor | 18 | 9 | 5 | 5 | 16 | 4 | 4 | 11 | -3
TR-FRET SRC-2 ct | 1816 | 1567 | 1548 | 1903 | 1633 | 1678 | 1512 | 1489 | 1386
S1P3 antagonist | -3 | nt | -1 | nt | -12 | nt | -13 | nt | -8
PPARg SRC1 recr | 8 | 7 | 2 | 11 | 4 | 9 | -12 | -3 | -8
ROMK primary | 0.023 | 0.05 | nt | 0.063 | 0.14 | nt | nt | -0.8 | -0.072
DTT redox prof | -1.3 | 0.1 | 0.6 | 0.0 | -1.0 | 3.0 | 0.8 | -2.4 | -0.1
